Compound activity deposited in PubChem by The Scripps Research Institute Molecular Screening Center.
LYPLA1 inh – LYPLA1 (human) inhibition in PME1 counter-screen; recombinant LYPLA1, FP-Rh probe fluorescence polarization; inhibition, % at 5.9 µM; actives 0.16% (n = 320,000); AID 2174;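 active means inhibition above the mean of all tested compounds plus 3 SD, set per campaign, cut at about 14% in these data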;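 further: inhibitors block serine hydrolase probe labeling of LYPLA1 so polarization falls; 0% = enzyme with DMSO and 100% = wells lacking LYPLA1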
Target sequence (O75608 whole entry, looked up): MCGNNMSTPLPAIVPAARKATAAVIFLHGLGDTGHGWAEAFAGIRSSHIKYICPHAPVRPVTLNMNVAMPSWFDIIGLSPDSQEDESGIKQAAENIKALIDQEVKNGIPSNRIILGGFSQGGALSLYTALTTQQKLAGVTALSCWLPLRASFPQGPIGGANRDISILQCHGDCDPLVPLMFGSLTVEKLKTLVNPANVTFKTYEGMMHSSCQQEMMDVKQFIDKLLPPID
PAFAH1B2 inh – inhibitors of human PAFAH1B2 | P68402 | recombinant PAFAH1B2, FP-rhodamine activity probe, fluorescence polarization | inhibition, % at 3.39 µM | actives 1.2% (n = 340,000) | AID 492953;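 active means inhibition above the mean of all tested compounds plus 3 SD, cut at about 24% in these data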;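 further: 0% = enzyme with DMSO and 100% = wells lacking PAFAH1B2; many of its hits are not listed in these tables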
Target sequence (P68402 whole entry, looked up): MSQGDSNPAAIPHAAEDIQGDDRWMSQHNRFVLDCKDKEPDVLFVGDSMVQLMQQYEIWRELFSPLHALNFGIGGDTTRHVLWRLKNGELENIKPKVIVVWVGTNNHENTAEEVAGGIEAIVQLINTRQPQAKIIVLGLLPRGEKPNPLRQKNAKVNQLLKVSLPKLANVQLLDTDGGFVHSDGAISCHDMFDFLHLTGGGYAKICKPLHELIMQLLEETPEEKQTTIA
PREPL inhibitor – inhibits the human prolyl oligopeptidase-like enzyme. Q4J6C6. recombinant PREPL, fluorescence polarization activity-based probe. inhibition, % at 5.96 µM. actives 0.68% (n = 320,000). AID 2751; in the data active means inhibition above about 43%;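 further: 0% = enzyme with DMSO and 100% = wells lacking enzyme; many of its hits are not listed in these tables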
LYPLA2 inh – blocks human lysophospholipase 2, a PME1 counter-screen; actives 0.38% (n = 320,000); O95372; recombinant LYPLA2, FP-Rh probe fluorescence polarization; AID 2177; inhibition, % at 5.9 µM;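 active means inhibition above the screen-wide mean plus 3 SD, limit set per campaign, cut at about 26% in these data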;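 further: 0% = LYPLA2 with DMSO and 100% = wells lacking LYPLA2 enzyme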
PAFAH2 inh – PAFAH2 (human) inhibition | recombinant PAFAH2, FP-rhodamine activity probe, fluorescence polarization | inhibition, % at 3.39 µM | actives 0.99% (n = 340,000);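 active means inhibition above the mean over all tested compounds plus 3 SD, cut at about 30% in these data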;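 further: inhibitors block probe labeling of enzyme so polarization drops; 0% = enzyme with DMSO and 100% = wells lacking PAFAH2 protein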
PAD4 FP inh – blocks human protein arginine deiminase 4. Q9UM07. recombinant PAD4, RCA probe fluorescence polarization. inhibition, % at 6.36 µM. actives 0.41% (n = 330,000). AID 485272;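 active means percent inhibition above a cutoff equal to the mean of all tested compounds plus 3 SD, cut at about 15% in these data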;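 further: 0% = PAD4 with RCA probe and DMSO and 100% = probe without PAD4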
GSTO1 inh – counter-screen for RBBP9 inhibitors: inhibitors of human GSTO1; AID 1974; P78417; actives 1.1% (n = 300,000); recombinant GSTO1, activity-based probe fluorescence polarization; inhibition, % at 5.96 µM;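 active means inhibition above the campaign mean inhibition plus 3 SD, cut at about 35% in these data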;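 further: 0% = GSTO1-1 with DMSO and 100% = wells lacking GSTO1-1 enzyme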
Target sequence (P78417 whole entry, looked up): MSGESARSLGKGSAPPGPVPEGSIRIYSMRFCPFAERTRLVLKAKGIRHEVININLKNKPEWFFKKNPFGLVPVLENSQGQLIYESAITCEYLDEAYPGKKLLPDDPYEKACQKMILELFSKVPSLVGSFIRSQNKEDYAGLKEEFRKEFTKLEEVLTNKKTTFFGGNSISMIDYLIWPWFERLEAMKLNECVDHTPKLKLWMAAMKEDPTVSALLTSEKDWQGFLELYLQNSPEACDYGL
PAFAH1B3 FP inh – inhibitors of human PAFAH1B3; Q15102; recombinant PAFAH1B3, FP-rhodamine probe, fluorescence polarization; actives 0.28% (n = 340,000); inhibition, % at 3.39 µM;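 active means inhibition above the screen-wide average of all tested compounds plus 3 SD, cut at about 25% in these data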;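 further: 0% = enzyme with DMSO only and 100% = wells lacking PAFAH1B3 protein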
Target sequence (Q15102 whole entry, looked up): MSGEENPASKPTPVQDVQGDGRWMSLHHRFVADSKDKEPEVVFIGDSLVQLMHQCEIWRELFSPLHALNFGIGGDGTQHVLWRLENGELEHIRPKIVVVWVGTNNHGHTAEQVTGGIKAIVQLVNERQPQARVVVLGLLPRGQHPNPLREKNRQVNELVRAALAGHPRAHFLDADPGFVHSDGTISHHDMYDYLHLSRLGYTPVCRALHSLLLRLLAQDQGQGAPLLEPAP
pPAFAH inh – inhibitors of human plasma PAF acetylhydrolase (pPAFAH); recombinant pPAFAH, FP-rhodamine probe fluorescence polarization; inhibition, % at 3.39 µM; actives 1.5% (n = 330,000);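 active means inhibition above the mean inhibition across the screen plus 3 SD, cut at about 25% in these data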;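 further: inhibitors block binding of the rhodamine activity-based probe so polarization drops; 0% = enzyme with DMSO and 100% = wells lacking pPAFAH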
* = called active by the depositor; x = no result given. Not all compounds are listed. The share of hits here may be higher or lower than overall.

SMILES	LYPLA1 inh	PAFAH1B2 inh	PREPL inhibitor	LYPLA2 inh	PAFAH2 inh	PAD4 FP inh	GSTO1 inh	PAFAH1B3 FP inh	pPAFAH inh
O=C(N/N=C\c1ccc2c(c1)OCO2)c1ccc(Cn2cc(Br)c([N+](=O)[O-])n2)o1	2.8	6.0	8.0	-5.4	-2.2	-1.1	5.7	3.7	6.4
CNC(=O)c1ccc(OC2CSC2)cc1	3.3	1.7	-5.8	2.5	-7.0	0.4	-1.1	-4.0	5.3
O=C(COC(=O)c1ccccc1NC(=O)c1ccco1)NCC1CCCCC1	-0.3	5.7	-2.2	5.8	-0.5	-1.6	2.1	-4.9	-4.4
COc1ccc(CN(C(=O)c2cc(=O)c3ccccc3o2)C2CCS(=O)(=O)C2)cc1OC (stereo unspecified)	-1.7	-4.7	-1.6	-3.0	-2.7	1.0	5.3	7.1	2.7
O=C(c1ccc(NC2=NC3CS(=O)(=O)CC3S2)cc1)N1CCc2ccccc2C1 (stereo unspecified)	1.8	3.2	0.0	-2.4	-0.6	-1.6	8.7	12.7	-0.8
O=CN1CCN(CC(O)Cn2c3ccccc3c3ccccc32)CC1 (stereo unspecified)	4.7	3.9	5.4	4.8	1.3	-0.7	17.8	6.8	10.1
Cc1ccccc1-n1c(N)cc(=O)[nH]c1=S	0.1	-0.5	15.2	2.3	10.3	3.5	3.1	-0.6	-5.9
Oc1ccc(CCc2n[nH]c(=S)n2-c2ccc(F)cc2)cc1	-3.7	6.3	-8.2	-3.7	7.3	3.5	0.6	6.4	1.1
CCOC(=O)CSc1nn(C)c(=S)s1	0.8	3.4	1.5	0.8	0.5	1.9	4.1	3.7	1.7
CCOC(=O)c1oc2ccc(/C=N/O)c(Cl)c2c1C	-1.8	2.1	2.7	2.6	1.1	-1.3	-1.9	0.7	3.9
c1ccc(OCCOCCN2CCN(C(c3ccccc3)c3ccccc3)CC2)cc1	-4.1	1.2	-10.4	-1.9	7.5	-0.5	2.5	-1.4	6.0
Cc1cccn2c(=O)c(C=O)c(N3CCCCC3)nc12	0.5	0.4	0.8	1.0	-2.4	-3.0	-2.0	3.9	-2.0
O=C(NCCSc1c[nH]c2ccccc12)c1ccco1	0.3	5.9	-11.9	-2.3	1.3	-5.8	-0.4	-1.2	-1.3
COc1ccccc1CNC(=O)c1oc2ccc(S(=O)(=O)N3CCCC3)cc2c1C	1.0	-4.8	-12.2	-0.1	-3.7	0.8	-0.4	11.8	7.7
COc1ccc(C(=S)N2CCCCC2)cc1Br	-1.4	4.0	11.2	-10.5	2.8	-9.9	-8.0	-1.0	-4.2
CCOc1cc(C)c(C(C)C)cc1S(=O)(=O)NCc1ccccn1	0.8	1.7	5.2	-0.4	-4.9	-1.8	5.1	5.2	3.7
O=C(NCC(c1ccco1)N1CCc2ccccc2C1)c1ccc(Cl)cc1 (stereo unspecified)	0.5	0.7	-18.9	5.7	0.4	-5.3	-0.4	-7.9	1.1
CC(=O)C1=C(C)NC(SCC(=O)c2ccc(Cl)cc2)=C(C#N)C1c1ccco1 (stereo unspecified)	-9.7	1.8	29.7	-8.5	14.8	-2.9	6.2	13.8	15.5
CCN(CC)c1ccc(S(=O)(=O)N2CCOCC2)cc1NC(=O)Nc1ccccc1	x	9.7	12.8	x	-1.5	1.2	x	17.2	7.9
Cn1ccs/c1=N\C(=O)Nc1cccc(C(F)(F)F)c1	5.2	1.2	12.8	5.3	-9.8	-1.1	-6.8	1.9	2.3
CC(=O)C1=C(O)C(=O)N(Cc2cccnc2)C1c1ccccc1 (stereo unspecified)	-3.1	0.5	4.4	-5.1	2.3	-7.8	-17.8	3.0	4.0
c1ccc(N2CCN(c3nc(-c4cccs4)nc4ccccc34)CC2)cc1	-5.4	-1.9	17.0	-1.1	4.1	3.1	0.0	3.2	-3.3
O=C(CCC1CCCC1)Nc1ccc([N+](=O)[O-])cn1	-1.9	3.0	1.2	0.7	7.3	1.9	-1.4	2.8	0.3
CC(C)CC1(C)NC(=O)N(CC(=O)Nc2cccc(S(=O)(=O)N(C)c3ccccc3)c2)C1=O (stereo unspecified)	3.9	-1.3	20.1	-2.6	18.6	-2.3	-4.2	-2.1	2.7
CN(C(=O)COC(=O)c1cc(=O)[nH]c2ccccc12)c1c(N)n(Cc2ccccc2)c(=O)[nH]c1=O	4.0	5.3	1.5	-0.5	-3.5	-0.9	-1.9	3.1	1.0
COc1ccc(C(=O)NCCN2CCCC2)cc1	2.1	-2.0	-3.0	-4.5	-7.1	-3.2	-1.6	4.9	-3.9
CC1CN(c2nc3c(c(=O)n(C)c(=O)n3C)n2Cc2c(F)cccc2Cl)CC(C)O1 (stereo unspecified)	3.8	2.3	22.6	3.9	8.8	-3.3	0.8	0.8	-8.3
CC(=O)c1ccc(NC(=O)c2onc(C)c2Cl)cc1	0.1	6.9	4.6	-3.6	-10.8	-0.1	-4.0	9.0	4.0
Cc1ccc2cc(C)c3nnc(SCC(=O)NCc4ccco4)n3c2c1	-4.7	6.0	-0.5	-3.5	6.7	-5.7	3.0	8.5	0.2
COc1ccc([C@@H]2C(C#N)=C(N)S[C@@H](c3ccccc3)[C@@H]2[N+](=O)[O-])cc1	-1.8	5.1	2.5	1.3	-0.5	-4.9	-0.6	0.9	10.3
COC(=O)CCC(=O)OC1(C)C(=O)C2=CN(Cc3ccc4c(c3)OCO4)C(c3ccc(OC)cc3)=CC2=C(Br)C1=O (stereo unspecified)	0.8	4.9	30.1	0.4	4.8	-22.9	30.6	13.6	12.7
COc1ccc(C(O)P(=O)(OC2CCCCC2)c2ccc(N(C)C)cc2)cc1OC (stereo unspecified)	1.9	2.6	3.1	6.1	-2.2	-0.6	4.8	10.8	-1.3
Cc1ccc(CSc2ccc(S(=O)(=O)N3CCOCC3)cn2)cc1	-4.6	6.2	18.5	-3.8	1.3	6.3	x	5.1	1.9
CC(C(=O)Nc1ncc2c(n1)CC(C)(C)CC2=O)N1C(=O)c2ccccc2C1=O (stereo unspecified)	-1.5	3.9	-3.1	-0.5	6.1	-2.9	4.9	9.9	2.2
Cc1cc(C(=O)NCC(C)C)c2ccccc2n1	6.0	6.7	15.8	1.7	7.7	-1.5	-4.7	5.9	-0.7
CCOC(=O)c1ccccc1NC(=O)CN(c1ccccc1OC)S(C)(=O)=O	-0.1	5.1	-1.4	2.1	5.2	3.3	8.6	-6.8	-3.6
COc1ccccc1CNC(=O)c1cc2sccc2n1C	0.9	-0.9	16.5	7.3	-6.7	-0.8	20.7	1.0	2.9
O=C(NC1CCCCC1)C(c1cc2c(cc1[N+](=O)[O-])OCO2)N1CCCCC1 (stereo unspecified)	-4.6	x	15.9	8.7	x	3.5	33.1	x	10.2
CCOc1ccc(-c2cc(C(=O)NCCCN3CCN(CC)CC3)c3ccccc3n2)cc1	0.1	-1.6	12.5	4.5	0.0	7.0	4.5	8.2	-4.0
Cc1ccc(C(=O)OCC(=O)c2c(N)n(C)c(=O)n(C)c2=O)cc1S(=O)(=O)N1CCCCC1	-5.7	6.0	1.0	-5.5	7.2	1.0	6.9	1.5	-4.8

3 of the entries above in order of the PAFAH1B2 inh value, largest number first:
smiles | PAFAH1B2 inh | PREPL inhibitor | PAFAH2 inh | PAD4 FP inh | PAFAH1B3 FP inh | pPAFAH inh
Cc1ccc(C(=O)OCC(=O)c2c(N)n(C)c(=O)n(C)c2=O)cc1S(=O)(=O)N1CCCCC1 | 6.0 | 1.0 | 7.2 | 1.0 | 1.5 | -4.8
CCOC(=O)c1ccccc1NC(=O)CN(c1ccccc1OC)S(C)(=O)=O | 5.1 | -1.4 | 5.2 | 3.3 | -6.8 | -3.6
CC(C(=O)Nc1ncc2c(n1)CC(C)(C)CC2=O)N1C(=O)c2ccccc2C1=O (stereo unspecified) | 3.9 | -3.1 | 6.1 | -2.9 | 9.9 | 2.2

New compounds follow
SMILES	LYPLA1 inh	PAFAH1B2 inh	PREPL inhibitor	LYPLA2 inh	PAFAH2 inh	PAD4 FP inh	GSTO1 inh	PAFAH1B3 FP inh	pPAFAH inh
C/C=C/c1ccc(OCC(=O)OCC(=O)Nc2c(C)nn(-c3ccccc3)c2C)c(OC)c1	2.4	9.4	5.2	3.5	9.3	-2.9	8.7	8.1	12.3
CCOc1ccc(NC(=O)CCC(=O)NNC(=O)Nc2ccc(Cl)cc2)cc1	-3.8	x	11.2	-7.1	x	7.4	-10.6	x	0.0
COc1cccc2c(=O)cc(C)n(CC(=O)Nc3ccccc3C)c12	4.1	1.5	6.8	-7.3	-5.0	1.9	-6.0	13.7	-0.4
CN(C)c1nnnn1-c1ccc(OC(F)(F)F)cc1	-6.4	4.3	1.3	-2.1	-8.2	3.0	3.0	-2.7	5.2
Cc1cccc(NC(=O)Cn2ccn(-c3ccc4c(c3)OCCO4)c(=O)c2=O)c1	3.0	-3.4	10.7	9.4	-2.7	0.4	-3.4	-1.4	5.3
O=C(C1CCCN(Cc2nc(-c3ccc(Cl)cc3)no2)C1)N1CCOCC1 (stereo unspecified)	-3.2	-4.2	14.1	-1.2	-1.6	-2.2	-1.1	4.9	3.9
COc1ccc(-c2nn3c(-c4ccccn4)nnc3s2)cc1OC	2.0	5.5	-2.8	6.8	6.1	4.4	-3.6	11.1	1.8
C=CCOc1ccc2oc(=O)cc(C)c2c1	-2.4	4.1	-12.8	-2.0	-0.1	-5.4	12.2	3.6	1.3
O=C(CC1CCCC1)Nc1cccc(Br)c1	2.8	-0.9	20.4	1.8	-8.0	-2.2	0.8	5.8	0.6
O=C(CCCCCNC(=O)N1CCn2c1nc1ccccc12)N[C@H](C(=O)O)c1ccccc1	-0.7	3.1	1.5	-4.6	6.1	0.6	2.6	10.2	-2.1
CS(=O)(=O)c1ccc(S(=O)CC(=O)Oc2ccc(Cl)cc2)c([N+](=O)[O-])c1 (stereo unspecified)	-0.7	x	-3.1	0.8	x	-0.3	9.6	x	7.1
CCOC(=O)c1cccc(NC(=O)CSc2nnc(C3CCCCC3)n2C)c1	1.0	-2.0	15.5	-7.7	-2.7	-4.4	2.7	-0.3	-3.6
CCOc1ccc(/C=N/NC(=O)c2cc(-c3ccccc3)nc3ccccc23)cc1O	-8.6	1.9	6.9	-6.0	-7.4	-3.1	-5.2	4.4	-0.1
CCn1c(SC(C)C(=O)N2CCOCC2)nc2sc(C)c(C)c2c1=O (stereo unspecified)	-1.1	-2.6	3.7	-2.8	0.8	-0.9	1.0	4.4	2.8
CSCCC(NC(=O)c1cccc(C)c1)C(=O)NNC(=O)c1cccs1 (stereo unspecified)	x	3.6	4.5	x	-1.3	0.3	x	3.6	0.3
COc1ccc(CCNC(=O)CSc2cn(Cc3cccc(C)c3)c3ccccc23)cc1OC	-5.0	4.1	13.6	-1.8	11.0	-2.4	3.9	-3.8	9.3
Cn1c(=O)c2c(=O)cc(N)[nH]c2n(C)c1=O	2.9	4.1	11.8	7.3	2.0	2.9	-12.2	-4.0	6.1
CN(Cc1ccccc1)C(=O)c1nc2ccccn2c1CNCCn1cccn1	-1.6	-0.5	-0.1	-4.8	0.9	-5.1	-6.0	9.7	1.0
COC(=O)c1c(C)c2c(C)cc3ccccn3c-2c1C(=O)OC	4.0	8.7	15.0	4.0	12.3	-3.6	3.6	10.7	8.9
CCn1c(C)c(C)c2cc(C(=O)Nc3cccc(Cl)c3)ccc21	-25.3	-0.7	8.5	-25.5	-3.8	-4.0	-32.4	-3.9	-13.4
COc1ccc(-n2c(-c3cnccn3)n[nH]c2=S)cc1	2.0	2.8	2.6	1.6	-5.8	1.9	-6.2	-1.3	1.2
Cn1cccc1/C=C(\C#N)C(N)=S	0.5	-3.9	3.6	0.5	4.5	-1.8	4.5	6.8	-0.1
